TbPYK inhibitor = T. brucei pyruvate kinase inhibition; Potency, µM (titrated, usually from 76.8 µM), for inactives: at the top dose activity, negative = inhibition, actives largely listed as inhibitors; Q57TT1; TbPYK enzyme, Kinase-Glo Plus ATP luminescence, 45 min; actives 0.12% (n = 410,000); active = well fitted inhibition curve with a large enough effect; inconclusive = small, poorly fitted or top-dose-only effect; note: nearly all actives have a fitted effect of over 50% in size
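Enzyme and substrate buffer are dispensed first and compound is pin-transferred. ADP at 130 uM final then starts the reaction, which runs 45 min at room temperature. Detection reagent is added for 10 min before luminescence is imaged.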
Starred values were filed as active, the others as inactive; ? = inconclusive; & = joins results of further samples; [ ] = another dose, or the depositor's remark. % is set by controls: 0 for no effect and ±100 for the full control effect; potency is the fitted concentration of half-maximal effect.

| SMILES | TbPYK inhibitor |
| --- | --- |
| O=C1CCCc2cc(S(=O)(=O)N3CCCC(C(=O)Nc4ccc(F)c(Cl)c4)C3)ccc2N1 (stereo not drawn) | -1.9% |
| CCNC(=O)NC1c2ccccc2CSc2ccccc21 (stereo not drawn) | -3.7% |
| COc1ccc(NC(=O)c2sc3nc4c(cc3c2N)CCCCCC4)c(OC)c1 | 0.7% |
| Cc1ccc(CN(Cc2ccco2)C(=O)COc2ccc(Cl)cc2)o1 | 1.0% |
| CC1(C(=O)Nc2ccc3c(c2)OCO3)CCN1Cc1ccccc1OC(F)F (stereo not drawn) | -1.5% |
| CCOc1ccc(Nc2c(S(=O)(=O)c3ccccc3)cnc3ccccc23)cc1 | 15.2% |
| COc1ccc(-c2nc(CS(=O)CC(=O)NCCc3ccc(Cl)cc3)c(C)o2)cc1OC (stereo not drawn) | -5.2% |
| C=CCc1ccccc1OCCSc1nc(-c2ccccc2F)nc2cc(=O)[nH]n12 | 2.2% |
| COc1cccc(OC)c1OCCNCC1COc2ccccc2O1 (stereo not drawn) | -0.1% |
| CCC(C(=O)N1CCN(c2ccccc2)CC1)n1c(C)c2cnn(-c3ccccc3)c(=O)c2c1C (stereo not drawn) | -4.0% |
| Cn1c(NCCc2ccncc2)nc2cc(-c3cccc(C(F)(F)F)c3)sc2c1=O | -0.8% |
| COc1ccc(CCNC(=O)NCc2noc3ccccc23)c(OC)c1 | -1.7% |

Pulled by compound from above:
| SMILES | TbPYK inhibitor |
| --- | --- |
| O=C1CCCc2cc(S(=O)(=O)N3CCCC(C(=O)Nc4ccc(F)c(Cl)c4)C3)ccc2N1 (stereo not drawn) | -1.9% |
| COc1ccc(CCNC(=O)NCc2noc3ccccc23)c(OC)c1 | -1.7% |

Additional entries.
| SMILES | TbPYK inhibitor |
| --- | --- |
| O=C(OCC(COC(=O)c1cccnc1)(COC(=O)c1cccnc1)COC(=O)c1cccnc1)c1cccnc1 | 1.9% |
| COc1ccc(CNC(=O)C2CCN(S(=O)(=O)c3ccc4nc5c(c(C(=O)O)c4c3)CCCC5)CC2)cc1 | 3.8%&1.0% |
| COc1ccc([C@H]2CN(c3ccccc3)C(=O)[C@@H]2CC(=O)Nc2ccccc2)cc1 | 4.5% |
| COc1cc(-c2cc(NC(C)=O)c3ncc(-c4cc(OC)c(OC)c(OC)c4)n3c2)cc(OC)c1OC | -10.7% |
| Cc1cccc(CCn2c(=O)c3ccccc3n(Cc3ccccc3C)c2=O)c1 | -2.3% |
| COCCNC(=O)c1ccccc1NC(=O)c1nsc2ccccc12 | 0.8% |
| COc1ccc(NC(=O)CN(Cc2ccccc2)S(=O)(=O)c2ccc(C)cc2)cc1Cl | 3.6% |
| COc1ccc(C(=O)Nc2nc(CC(=O)NCc3c(F)cccc3F)cs2)cc1 | -4.1% |
| CN1CCCC(C)(C(=O)Nc2ccc(-n3cccc3)cc2)C1 (stereo not drawn) | 4.9% |
| C=C1[C@@H](OC(C)=O)[C@]23C[C@@H]1[C@@H](OC(C)=O)CC2[C@]12C4C[C@H]3[C@H]1N(CC)C[C@]4(C)CC[C@@H]2O (stereo partly drawn) | -7.9% |
| COc1ccccc1CNC(=O)c1cnn2c(C)c(Cc3ccc(F)cc3)c(C)nc12 | -8.5% |
| CS(=O)(=O)Nc1cc2occ(NC=O)c(=O)c2cc1Oc1ccccc1 | -1.6% |
| CCCNC1(C(N)=O)CCN(Cc2ccccc2)CC1 | -8.8% |
| Cc1ccc2nc(SCc3nc(-c4ccccc4C)no3)[nH]c2c1 | 4.4% |
| COc1ccc(CN(C)C(=O)C(CCSC)NS(=O)(=O)c2ccc3c(c2)OCCO3)c(OC)c1OC (stereo not drawn) | 6.4% |
| COc1cccc(/C=N/NC(=O)c2nnn(-c3nonc3N)c2CN(C)C2CCCCC2)c1 | -2.2% |
| CCCCCCN1C[C@@H](n2cc(-c3ccc(F)cc3)nn2)[C@H](O)C[C@@H]1c1ccccc1 | -3.9% |
| O=C(Nc1ccc(F)c(Cl)c1)c1ccc2c(Cl)c3c(nc2c1)CCCC3 | 1.2% |
| C[C@@H]1CN(S(=O)C(C)(C)C)[C@@H](CCO)/C1=C\CCO (stereo partly drawn) | -0.7% |
| COc1ccc(-c2c(C)nn3c(-c4ccccc4)cc(C)nc23)cc1OC | 0.8% |
| Cc1ccc(/C=C(\C#N)C(=O)Nc2cccc(Cl)c2)o1 | -3.8% |
| Cc1ccc(-c2nc(CS(=O)CC(=O)N3CCN(c4ccc(Cl)cc4)CC3)c(C)o2)cc1 (stereo not drawn) | 0.4% |
| CNS(=O)(=O)c1cn(CC(=O)N2CCN(c3cccc(Cl)c3)CC2)cc1S(=O)(=O)NC | 5.9%[15.4 µM] |
| COc1cc(Cl)c(CNC[C@H]2O[C@@H](n3ccc(=O)[nH]c3=O)[C@H](O)[C@@H]2O)c(Cl)c1O | -1.6% |
| CCOC(=O)C(Cc1ccc(O)cc1)NC(=O)c1cc2c(cn1)[nH]c1ccccc12 (stereo not drawn) | -13.7% |
| COc1ccccc1N=c1scc(-c2ccc(S(=O)(=O)N3CCCC3)cc2)n1C | -4.1% |
| CN(C)C(=O)CNc1ccn2nc(-c3cccc(OCCN4CCOCC4)c3)cc2n1 | 1.8% |
| Cc1cc(C)c(/C=C/c2onc(C)c2S(=O)(=O)N2CCC(C(=O)Nc3cccc(C)c3C)CC2)c(C)c1 | -9.8% |
| Cc1onc(-c2ccccc2)c1C(=O)NC1CCCCC1C (stereo not drawn) | -10.6% |
| CCN1C[C@@H]2[C@@H]3C(=O)N(C)C(=O)[C@@H]3[C@](Cc3ccccc3)(C1=O)N2C(=O)c1ccc(Cl)cc1 | -4.7% |
| O=C(O)c1ccccc1-c1ccc(C=c2sc3nc4cc(Br)cnc4n3c2=O)o1 | ? |
| CCOc1ccc(C2C(=O)N(C3CCCCCC3)CC(=O)N2Cc2ccc(C)cc2)cc1OC (stereo not drawn) | -0.7% |
| CC(=O)Nc1ccc(C(=O)N2CCCCC2c2cc(C(=O)NC(C)C)no2)cc1 (stereo not drawn) | -2.0% |
| COc1ccccc1N1CCN(C(CNC(=O)C(=O)NCc2ccc(F)cc2)c2cccnc2)CC1 (stereo not drawn) | 5.0% |
| CCOc1ccc(CCN2C(=O)C(=O)N([C@@H](Cc3ccc(O)cc3)CN3CCC[C@H]3CN3C(=O)C(=O)NC[C@@H]3CC(C)C)C[C@@H]2Cc2ccccc2)cc1 | 4.8% |
| COC(=O)C1N[C@@H]([C@@H](NC(=O)COc2ccccc2)C(=O)NCc2ccccc2)SC1(C)C (stereo partly drawn) | -6.2% |

In a second layout: entries from further up.
CCOc1ccc(C2C(=O)N(C3CCCCCC3)CC(=O)N2Cc2ccc(C)cc2)cc1OC (stereo not drawn)
  TbPYK inhibitor: -0.7%
CC(=O)Nc1ccc(C(=O)N2CCCCC2c2cc(C(=O)NC(C)C)no2)cc1 (stereo not drawn)
  TbPYK inhibitor: -2.0%
COc1ccccc1N1CCN(C(CNC(=O)C(=O)NCc2ccc(F)cc2)c2cccnc2)CC1 (stereo not drawn)
  TbPYK inhibitor: 5.0%
CCOc1ccc(CCN2C(=O)C(=O)N([C@@H](Cc3ccc(O)cc3)CN3CCC[C@H]3CN3C(=O)C(=O)NC[C@@H]3CC(C)C)C[C@@H]2Cc2ccccc2)cc1
  TbPYK inhibitor: 4.8%

Continued.
| SMILES | TbPYK inhibitor |
| --- | --- |
| O[C@H]1CN(Cc2cccs2)[C@@H](c2ccccc2)C[C@@H]1n1cc(C2CC2)nn1 | -7.8% |
| Oc1ccc(NCc2ccc(OCc3ccccc3Cl)cc2)cc1 | -21.6% |
| O=C(Nc1ccc([N+](=O)[O-])cc1)c1cccc([N+](=O)[O-])c1 | 3.7% |
| CCOC(=O)c1cc(-c2ccccc2)n(CCC(=O)Nc2ccc(OC)c(Cl)c2)c1C | 5.5%[15.4 µM] |
| CCOc1ccc(CCNC(=O)c2nn(-c3ccc(OC)c(Cl)c3)c(=O)c3c2c2ccccc2n3C)cc1OCC | -4.0% |
| CCCCN(CC)CCCNC(=O)Cn1ncc2c([nH]c3ccc(C)cc32)c1=O | 0.8% |
| CC(C)CN1CC[C@@]2(CCCN(C(=O)c3cccc(F)c3)C2)C1 | -8.7% |
| CCCCCc1c(-c2ccc(OC)c(OC)c2)ncn1CCc1ccccc1OC | -14.2% |
| CCOc1ccc(-n2c(=O)c3c4c(sc3n(CC(=O)NC(C)CC)c2=O)CCCC4)cc1 (stereo not drawn) | 1.6% |
| CCc1ccc2occ(CC(=O)Nc3c(C(=O)c4ccc(C)cc4)oc4ccccc34)c2c1 | -5.3% |
| CCn1c2c(c(=O)n3ncc(C(=O)Nc4ccc(C(=O)OC)cc4)c13)CN(Cc1ccc(OC)cc1)CC2 | ? |
| CCOC(=O)[C@]12CCC=C1N(Cc1ccccc1)C(=O)[C@H](CC(=O)NCc1ccccc1)C2 | -0.5% |
| COc1ccc(-c2cc3nc(C)c(CCC(=O)N4CCN(c5ccccc5F)CC4)c(C)n3n2)c(OC)c1 | 0.4% |
| Cc1nc2ccn(Cc3ccco3)c(=O)c2cc1C(=O)NCc1ccccc1F | -7.5% |
| CCCn1cnc2cc(NCc3ccc(OC)cc3OC)ccc21 | -18.0% |
| F[B-](F)(F)c1cnc2ccccc2c1 | 4.7% |
| Fc1ccc(CNc2nc3c(-c4ccc(F)cc4)nnn3c3ccccc23)cc1 | -7.1% |
| Cc1cccc(CN2C(=O)CC(c3ccc(Cl)cc3)c3c(C)nn(-c4nc(C)cc(C)n4)c32)c1 (stereo not drawn) | -3.1% |
| CC(C)C[C@@H](CNCC(=O)[C@H](CC(C)C)NC(=O)c1[nH]cnc1C(=O)N[C@H](CN)CC(C)C)NC(=O)c1nc[nH]c1C(=O)N[C@@H](CC(=O)O)C(=O)O | -1.8% |
| CC1(C)CN(Cc2ccccc2)C(=O)[C@H]1CC(=O)Nc1ccc(Br)cc1 | 0.7% |
| CCOC(=O)c1noc2ncnc(N3CCN(c4ccccc4OC)CC3)c12 | 0.2% |
| CC(=O)C1=CCC(c2ccc(C(C)C)cc2)N(S(=O)(=O)c2ccc(C)cc2)C1 (stereo not drawn) | -1.0% |
| COc1ccc(NC(=O)CCn2cnnn2)cc1 | -9.3% |
| CCCCN1C(=O)C(CC(=O)NCc2cccc3ccccc23)CC(C(=O)N(C)C)=C1C (stereo not drawn) | 5.1% |
| CC(=O)N1CCOC12CCN(Cc1ccccc1)CC2 | -15.2% |
| O=C(CSc1nc2c([nH]c3ccccc32)c(=O)n1-c1ccccc1F)Nc1cccc(Cl)c1 | 5.0% |
| Cc1ccc(S(=O)(=O)N2CC(O)C[C@H]2C(=O)OCC(=O)N2CCN(c3ccc(F)cc3)CC2)cc1C (stereo partly drawn) | -2.9% |
| O=C(Cn1cc(SCc2ccc(C(F)(F)F)cc2)c2ccccc21)N1CCCCC1 | -5.5% |
| Cc1cc(C(=O)N2CCc3ccccc32)ccc1[N+](=O)[O-] | 0.5% |
| CCN(CCn1cccn1)C(=O)c1ccc(OC2CCN(C(=O)CCOC)CC2)cc1 | -1.3% |
| Nc1[nH][nH]c(=O)c1N=Nc1ccccc1 | 0.3% |
| CCCCCNC(=O)c1ccc2c(c1)nc(C)n2-c1cccc(C)c1 | -5.4% |
| Cc1cc(F)ccc1NC(=O)c1sc2nc(-c3cccs3)ccc2c1N | -6.7% |
| CSc1nnc2[nH]c(=O)cc(C)n12 | -4.4% |
| CCC1NC(=O)c2cc3ccccc3cc2-n2c1nc1cc(OC)c(OC)cc1c2=O (stereo not drawn) | -0.1% |
| Cc1c(C(=O)NCc2ccccc2Cl)sc2nc(-c3ccc(F)cc3)cn12 | -5.6% |
| COc1cc(C(C)=O)ccc1OCC(=O)Nc1ccc(S(=O)(=O)N2CCCCC2)cc1 | -7.5% |
| CC1CCCCCCC1OC(=O)c1ccccc1C(=O)O (stereo not drawn) | 6.3% |
| CCn1c(=O)c2sccc2n2c(CCCC(=O)N3CCN(c4ccc(OC)cc4)CC3)nnc12 | 5.5% |
| CN(C(=O)c1ccc(NC(=O)Cc2ccccc2)cc1)c1ccccc1 | 7.3% |
| CCOc1ccc(C(=O)NCCS(=O)(=O)N2CCN(c3ccccc3F)CC2)cc1OCC | 5.4% |
| Cc1nnc(N2CCC(C(=O)NCCc3ccccc3Cl)CC2)c2nn(-c3ccccc3)c(C)c12 | 1.4% |
| O=C(O)C[C@H]1c2ccc(C(F)(F)F)cc2S(=O)(=O)N1C1CCCCC1 | -2.5% |
| Cc1ccccc1Cn1c2ccccc2c2cnn(CC(=O)NC3CCC(C)CC3)c(=O)c21 (stereo not drawn) | -1.2% |
| CC1(Cc2ccccc2C#N)C(=O)Nc2cc(-c3ccccc3Cl)ccc21 (stereo not drawn) | -0.1% |
| Cn1c(C(=O)NCc2ccccc2Cl)cc2sc(Cl)cc21 | 17.6% |
| O=C(Nc1nnc(-c2ccco2)o1)c1ccc(S(=O)(=O)N2CCCCC2)cc1 | 4.0% |
| Cc1ccc(-c2cc3nc4c(c(=O)n3[nH]2)CCCC4)cc1 | -12.1% |
| COc1cccc(NC(=O)CCSc2nc(-c3ccco3)cc(C(F)(F)F)n2)c1 | -0.7% |
| COc1ccccc1CNCc1ccc2c(c1)OCO2 | -6.6% |
| Cn1c(=O)c2[nH]c(C3CCCC3)nc2n(C)c1=O | -5.7% |
| COc1ccccc1OCC(=O)Nc1ccc(C(=O)Nc2ccccc2C(=O)O)cc1 | 3.2% |
| Cc1ccc(-c2nc3c(Cl)cc(C(F)(F)F)cn3c2Cc2ccccc2)cc1 | 10.9% |
| CCOc1ccccc1NC(=O)C1CCN(S(=O)(=O)c2cccs2)CC1 | 1.8% |
| CN(C)CCN1CCN(C2CN(C3CCCCC3)S(=O)(=O)C2)CC1 (stereo not drawn) | -11.5% |
| Cc1cccn2c(=O)cc(COc3cccc(NC(=O)COc4ccccc4)c3)nc12 | -0.9% |
| CCOc1ccccc1Nc1cc(C)nc2ccc(C)cc12 | 0.3% |
| Cc1ccc(S(=O)(=O)c2nc(-c3ccc(F)cc3)oc2SCC(=O)c2ccccc2)cc1 | 0.1% |
| COc1ccc(C=C2CCc3ccccc3C2=O)cc1 | ? |
| NC(=O)c1ccsc1NC(=O)COC(=O)CCc1ccccc1 | 2.3% |

Not all compounds are listed, so the mix of outcomes need not match the whole.
